GSIS activator – GLuc luminescence reporter in INS-1E cells, primary screen for activators of glucose-dependent secretion of insulin | activation, % at 16.6 µM | actives 0.61% (n = 370,000) | AID 743287 | INS-1E GLuc reporter insulin secretion, 2-3 h;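 active = lowest replicate activation of at least 40%, so every replicate reaches that level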;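 note: 0% = median of neutral control wells and 100% = median of IBMX positive control wells; some compounds called inactive have numbers as strong as hits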
EWS-Fli inh – EWS/Fli transcriptional activity inhibition | A673 NR0B1-luciferase reporter, viability-normalised | inhibition, % at 12.6 µM | actives 0.67% (n = 350,000) | AID 651661;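 active = mean inhibition of at least 50% after viability correction, with every replicate also passing that limit; inconclusive = mean reaches 50% but only one of two replicates passes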;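 note: firefly luciferase signal divided by Alamar Blue viability fluorescence both relative to DMSO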
Xi reactivation – reactivates the inactive X chromosome in mouse fibroblasts. XiGFP mouse fibroblasts, % GFP-positive cells imaging, 3 d; cells co-treated with 5-aza-dC sensitizer; scaled so ellipticine positive control = 100%. activation, % at 7.58 µM. actives 0.055% (n = 360,000);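 active = mean normalized replicate activation at least 10% and every replicate at or above 10%; inconclusive = only one of the two criteria met; inactive = mean below 10% and not all replicates reach 10%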;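 note: 0% = median of on-plate neutral control wells and 100% = ellipticine 6 µM median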
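Assay system: SV40-immortalized XiGFP fibroblast cells, line 68-5-11; buffer or medium: DMEM plus 5-aza-dC sensitizer; compound: one concentration, pinned; timing: compounds 3 days, fix/stain 15 min at room temperature; benchmarks: positive control ellipticine, 6 µM final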
DENV2 CPE – inhibitors of DENV2 cytopathic effect; DENV2-infected cells, cytopathic effect rescue, plate reader; actives 1.7% (n = 350,000); CPE inhibition, % at 9.99 µM; in the data active = CPE inhibition above about 20%, passing the limit was not always enough; inconclusive = no clear call, values can overlap the other calls; tested in BHK-21 cells;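 note: 0% = median of neutral control wells and 100% = median of positive control wells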
PAX8 reporter – PAX8 transcriptional activity inhibition; RMG-I TPO-luciferase reporter, SteadyGlo, 24 h; inhibition, % at 12.6 µM; actives 1.2% (n = 360,000); AID 652154;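 active = mean replicate inhibition at least 60% with every replicate also reaching 60%; inconclusive = only one of the two criteria is met; inactive = mean below 60% and not all replicates reaching 60%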;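 note: luciferase light reporting Pax8 driven TPO promoter activity; plate controls were median of neutral control wells for no effect and mitoxantrone controls for full effect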
ERp5 block – inhibitors of human ERp5; ERp5 insulin aggregation, absorbance 650 nm, 90 min; inhibition, % at 9.99 µM; actives 0.05% (n = 350,000); Q15084;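 active = mean replicate inhibition above about 25%, with every replicate also reaching it, limit read from the data, passing the limit was not always enough; inconclusive = only one of those two criteria met; inactive = neither criterion met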
Target sequence (Q15084 whole entry, looked up): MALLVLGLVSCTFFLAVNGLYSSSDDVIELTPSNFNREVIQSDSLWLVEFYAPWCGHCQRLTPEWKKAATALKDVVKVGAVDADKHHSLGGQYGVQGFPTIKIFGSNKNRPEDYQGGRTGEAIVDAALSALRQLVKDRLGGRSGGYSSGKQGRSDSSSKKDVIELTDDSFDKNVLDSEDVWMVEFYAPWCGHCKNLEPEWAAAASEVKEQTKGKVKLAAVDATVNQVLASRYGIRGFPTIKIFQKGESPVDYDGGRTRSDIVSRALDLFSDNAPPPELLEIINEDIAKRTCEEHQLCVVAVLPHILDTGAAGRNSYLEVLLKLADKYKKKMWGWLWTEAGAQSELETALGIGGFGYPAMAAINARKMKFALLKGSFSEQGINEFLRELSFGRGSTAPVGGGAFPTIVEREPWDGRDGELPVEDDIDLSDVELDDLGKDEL
CFTR F508del cor – correctors of CFTR F508del function in bronchial epithelial cells. CFBE cells, YFP halide quenching; stimulated with forskolin plus potentiator P3; % fluorescence drop versus neutral controls. activity (quench increase), % at 7.58 µM. actives 0.36% (n = 350,000);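 active = mean added fluorescence quench of at least 8% versus neutral control, with both replicates also reaching 8%; inconclusive = only one of the mean or replicate conditions met; inactive = mean below 8% and not both replicates reaching 8%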;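 note: cells transiently co-express mutant CFTR-F508del with the halide-sensitive YFP; corrector assay measuring rescue of mutant channel to the surface after 24 h compound exposure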
ARNT TACC3 PPI – disruptors of human ARNT/TACC3 interaction; AlphaScreen His-ARNT PAS-B/GST-TACC3 binding, luminescence; TACC3 fragment carries E629A point mutation; inhibition, % at 9.99 µM; actives 0.66% (n = 390,000); AID 623870;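 active = mean inhibition of replicates at least 50% and at least half of replicates each reaching 50%; inconclusive = half or more replicates reach 50% but mean below 50%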;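 note: 0% = complete ARNT plus TACC3 wells and 100% = ARNT alone without TACC3; many hits fall short of the cut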
The depositor's hits bear a star; u = inconclusive; x = not tested or not shown.

SMILES	GSIS activator	EWS-Fli inh	Xi reactivation	DENV2 CPE	PAX8 reporter	ERp5 block	CFTR F508del cor	ARNT TACC3 PPI
O=S(=O)(NNc1nccc(C(F)(F)F)n1)c1cccc(Cl)c1Cl	-2	6	0.0	0	12	2	-3.4	5
CCc1n[nH]c(=S)n1/N=C/c1ccc(-c2ccc(Br)cc2)o1	x	14	0.0	9	-45	x	0.4	-10
O=C(Cn1ccc2ccccc2c1=O)NCCC(=O)Nc1ccc(F)cc1F	1	3	0.0	-3	9	-3	-1.3	-3
CCN(CC)S(=O)(=O)c1cccc(C(=O)NC2CCCCC2)c1	-13	-16	x	3	x	-3	-0.6	0
Cc1cc(N(C)C)cc(C)c1N=Nc1cc[n+]([O-])cc1	-15	-39	0.2	8	-11	1	-2.2	x
O=C(C[C@H]1C[C@H]2c3cc(NC(=O)C4CCC4)ccc3O[C@H]2[C@@H](CO)O1)NCc1ccccc1	3	-8	0.1	14	5	3	-0.4	-11
Nc1ncnc2c1ncn2[C@@H]1O[C@H](CN=C2NS(=O)(=O)c3ccccc32)[C@@H](O)[C@H]1O	-10	-9	0.6	4	15	8	-0.4	2
Cc1ccn(CCC(=O)N2c3ccccc3CC2C)n1 (stereo not drawn)	4	x	0.0	-2	-6	-6	-1.6	-7
CC(C)(C)C1CCC(=O)N2CCC[C@]2(c2ccccc2)C1 (stereo partly drawn)	-1	8	0.3	-2	5	-4	1.5	x
O=S(=O)(NCC1CCN(c2ccc(S(=O)(=O)N3CCOCC3)cc2)CC1)c1ccc(F)cc1	-20	27	0.0	4	26	2	-1.6	1
CCC1=NN(C(=O)c2ccc([N+](=O)[O-])cc2)C(O)(c2ccccc2)C1 (stereo not drawn)	-2	0	0.0	-4	-4	-4	-1.1	9
O=C(c1ccc2[nH]ccc2c1)N1CCCC(Nc2ccccc2)C1 (stereo not drawn)	11	7	0.0	-2	8	1	-5.6	2
C=CCSc1n[nH]c(-c2ccc(OCCC)cc2)n1	-35	-103	x	-8	x	-9	-1.9	2
CC1=NOC(=O)/C1=C\c1ccc(-c2ccc(Br)cc2C(=O)O)o1	-4	-2	0.0	-10	-11	-6	-1.5	-1
O=C(O)C1CCCCN1C(=O)c1cc2c(s1)CCCCC2 (stereo not drawn)	-6	-3	0.0	18	-23	1	-0.4	x
COc1cccc(C(=O)Nc2ccc3c(c2)C(=O)N(C)C[C@@H](OC)[C@@H](C)CN(CC2CC2)[C@@H](C)CO3)c1	-2	-7	0.1	13	-11	0	0.0	-11
Cc1ccccc1-c1ccc([C@H]2[C@@H](CO)N3CCCCN(C(=O)Nc4ccc(F)cc4)C[C@@H]23)cc1	-16	9	0.0	3	33	-4	-4.3	-2
CNc1nc2cc([N+](=O)[O-])c([N+](=O)[O-])cc2nc1NC	-12	10	0.1	3	-10	u	3.5	-11
S=c1[nH]cnc2scc(-c3ccc(Cl)cc3)c12	3	22	0.2	1	14	-3	1.2	x
COC(=O)C1Sc2[nH]c(=O)sc2C(c2ccc(Cl)cc2)C1C(=O)OC (stereo not drawn)	-13	1	-0.1	-1	13	4	-2.6	26
COC(=O)c1ccc([N+](=O)[O-])cc1N1C(=O)C2C3CCC(C3)C2C1=O (stereo not drawn)	-1	4	0.1	-2	12	-4	x	x
C[C@@H]1CN([C@H](C)CO)S(=O)(=O)c2ccc(C3=CCCC3)cc2O[C@@H]1CN(C)Cc1ccccc1	4	-1	-0.8	-12	x	-5	-1.7	0
COc1ccc2c3c([nH]c2c1)[C@@H](CO)N(C(=O)NC(C)C)CC31CCN(C(=O)c2cccnc2)CC1	11	-11	0.2	-7	x	-8	-0.9	x
COc1ccc(C(=O)NCC2(c3ccccc3)CCCC2)c(OC)c1	1	11	0.0	4	5	2	-0.4	-9
COc1cccc(NC(=O)C2CCCN(c3ncnc4c3nc3n4CCCCC3)C2)c1 (stereo not drawn)	-19	5	0.0	-2	-21	6	-0.1	2
COc1ccccc1C(NC(=O)C1CCN(CCOc2ccc(Cl)cc2Cl)CC1)c1ccccn1 (stereo not drawn)	-23	7	0.1	-6	-4	4	6.6	x
Cc1cc(CNC(=O)CC2C(=O)NCCN2Cc2ccccc2C(F)(F)F)on1 (stereo not drawn)	-14	4	0.0	-4	8	8	-3.2	2
COc1ccc(NC(=O)N2CCCCN3[C@H](C2)[C@@H](c2ccc(C#Cc4ccccc4)cc2)[C@@H]3CO)cc1	x	-10	x	-6	92*	-1	5.5	20
C[C@H]1CN([C@@H](C)CO)C(=O)Cc2cc(NC(=O)C3CCCCC3)ccc2O[C@@H]1CN(C)S(=O)(=O)c1cccs1	1	-3	0.0	4	-2	2	1.5	1
CC(C)CC#Cc1ccc2c(c1)O[C@H](CN(C)C(=O)c1ccccn1)[C@H](C)CN([C@H](C)CO)S2(=O)=O	-23	11	-1.6	-15	x	-9	1.5	6
COc1ccc(S(=O)(=O)N(C)C[C@H]2Oc3ccc(NC(=O)CCCN(C)C)cc3CC(=O)N([C@H](C)CO)C[C@@H]2C)cc1	5	3	0.0	-2	-5	2	-0.7	0
Cc1cc2c(c(SCC(=O)NCc3ccc(Cl)cc3)n1)C(=O)OC2	-2	1	0.0	3	-86	2	0.9	-9
CC(C)(C)n1nc2c(c1NC(=O)Cc1ccc(F)cc1)CSC2	-10	-6	0.3	1	-3	-3	-3.0	-31
O=C(Nc1ccc(S(=O)(=O)N2CCOCC2)cc1)c1ccc([N+](=O)[O-])o1	-34	25	1.0	-12	-5	-2	-0.4	2
CCCNC(=O)N(C)C[C@H]1Oc2cc(C#C[C@@H](C)O)ccc2S(=O)(=O)N([C@@H](C)CO)C[C@H]1C	-4	-1	0.0	2	x	3	4.3	-2
OC(c1ccc(F)cc1)c1nc(-c2cccs2)cs1 (stereo not drawn)	x	-47	-0.1	1	-84	-3	-3.8	x

Some of the entries above, set out differently.
Each structure is followed by: GSIS activator, EWS-Fli inh, Xi reactivation, DENV2 CPE, PAX8 reporter, ERp5 block, CFTR F508del cor, ARNT TACC3 PPI
> COc1ccc2c3c([nH]c2c1)[C@@H](CO)N(C(=O)NC(C)C)CC31CCN(C(=O)c2cccnc2)CC1
→ 11, -11, 0.2, -7, x, -8, -0.9, x
> COc1ccc(C(=O)NCC2(c3ccccc3)CCCC2)c(OC)c1
→ 1, 11, 0.0, 4, 5, 2, -0.4, -9
> COc1cccc(NC(=O)C2CCCN(c3ncnc4c3nc3n4CCCCC3)C2)c1 (stereo not drawn)
→ -19, 5, 0.0, -2, -21, 6, -0.1, 2
> COc1ccccc1C(NC(=O)C1CCN(CCOc2ccc(Cl)cc2Cl)CC1)c1ccccn1 (stereo not drawn)
→ -23, 7, 0.1, -6, -4, 4, 6.6, x
> Cc1cc(CNC(=O)CC2C(=O)NCCN2Cc2ccccc2C(F)(F)F)on1 (stereo not drawn)
→ -14, 4, 0.0, -4, 8, 8, -3.2, 2
> COc1ccc(NC(=O)N2CCCCN3[C@H](C2)[C@@H](c2ccc(C#Cc4ccccc4)cc2)[C@@H]3CO)cc1
→ x, -10, x, -6, 92*, -1, 5.5, 20
> C[C@H]1CN([C@@H](C)CO)C(=O)Cc2cc(NC(=O)C3CCCCC3)ccc2O[C@@H]1CN(C)S(=O)(=O)c1cccs1
→ 1, -3, 0.0, 4, -2, 2, 1.5, 1
> CC(C)CC#Cc1ccc2c(c1)O[C@H](CN(C)C(=O)c1ccccn1)[C@H](C)CN([C@H](C)CO)S2(=O)=O
→ -23, 11, -1.6, -15, x, -9, 1.5, 6
> COc1ccc(S(=O)(=O)N(C)C[C@H]2Oc3ccc(NC(=O)CCCN(C)C)cc3CC(=O)N([C@H](C)CO)C[C@@H]2C)cc1
→ 5, 3, 0.0, -2, -5, 2, -0.7, 0
> Cc1cc2c(c(SCC(=O)NCc3ccc(Cl)cc3)n1)C(=O)OC2
→ -2, 1, 0.0, 3, -86, 2, 0.9, -9
> CC(C)(C)n1nc2c(c1NC(=O)Cc1ccc(F)cc1)CSC2
→ -10, -6, 0.3, 1, -3, -3, -3.0, -31

Continued.
SMILES	GSIS activator	EWS-Fli inh	Xi reactivation	DENV2 CPE	PAX8 reporter	ERp5 block	CFTR F508del cor	ARNT TACC3 PPI
Cc1c(C)c2c(OCC(=O)Nc3ccc(CCO)cc3)cc3c(c2oc1=O)CCC(C)(C)O3	x	2	x	-12	x	-5	-0.2	3
O=C(O)CCC(=O)NN1C(=O)c2ccccc2NC1c1ccc(F)cc1 (stereo not drawn)	2	6	-0.1	1	9	8	-2.6	-3
CCN(CC)S(=O)(=O)c1ccc(NC(=O)COC(=O)CNC(=O)C2CCCCC2)cc1	12	6	-0.1	63*	-7	1	-1.4	0
CCc1ccc(N2C(=O)Nc3ccccc3C2(O)C(=O)N2CCN(c3ccccn3)CC2)cc1 (stereo not drawn)	-47	-7	0.0	-7	6	-1	-5.8	-1
CN1C(=O)c2cc(NC(=O)c3cccs3)ccc2OC[C@H]2O[C@H](CC(=O)NCC(F)(F)F)CC[C@@H]21	-6	-18	0.2	-7	2	-2	-0.5	0
O=C(c1cc2cc([N+](=O)[O-])ccc2oc1=O)N1CCN(C2CCCCC2)CC1	-4	-11	0.0	13	7	3	1.5	-3
CC(=O)N/N=C/c1cc2c(cc1[N+](=O)[O-])OCO2	0	1	0.0	5	-3	4	-1.5	1
COc1ccccc1C(=O)N/C(=C\c1cn(S(=O)(=O)N(C)C)c2ccccc12)C(=O)NCCCN1CCOCC1	-2	x	0.0	-3	-18	1	-3.9	-3
C[C@@H]1CN([C@H](C)CO)C(=O)c2cccc(NS(C)(=O)=O)c2O[C@H]1CN(C)Cc1ccc(C(=O)Nc2ccccc2N)cc1	20	x	0.0	-1	7	20	2.2	x
CCOC(=O)C1CCCN(C(=O)c2cc3cc(OC)c(OC)cc3[nH]2)C1 (stereo not drawn)	9	2	0.0	18	10	1	2.5	1
Cc1nc(NC(=O)c2ccc3c(c2)OCO3)ccc1Br	10	-94	-0.1	-1	-220	1	3.2	-12
COC(=O)Nc1ccc(S(=O)(=O)N(CCO)CCO)cc1	10	3	x	8	x	-4	3.5	x
O=C(N/N=C/c1cccs1)c1cccc(NC(=O)c2ccc(Cl)cc2)c1	1	47	0.0	0	9	1	-8.3	x
CCOC(=O)c1cnc2ccccc2c1Nc1cccc(C(=O)O)c1	x	10	0.0	1	-40	1	1.0	-4
O=C(C[C@H]1CC[C@H]2[C@@H](COC[C@@H](O)CN2Cc2ccc(Oc3ccccc3)cc2)O1)Nc1nccs1	-11	28	0.1	8	33	1	3.0	1
O=C(c1cnccn1)N1CC2(C1)[C@@H](c1ccccc1)[C@@H](CO)N2C(=O)c1ccccc1	20	-1	0.0	10	-8	5	1.7	x
CCCn1c2ccccc2c2cnn(CC(=O)N(CC)CC)c(=O)c21	9	12	0.0	1	20	0	2.0	-4
O=C(NCCOc1ccccc1)C1CCC(=O)N(CCCN2CCCC2=O)C1 (stereo not drawn)	6	x	0.0	-8	-8	-3	-1.6	-3
